# High-throughput results deposited in PubChem by Sanford-Burnham Center for Chemical Genomics.
# CCR6 antagonist: CCR6 receptor antagonists, primary screen, cell-based, CHO-K1, luminescence, beta-arrestin, uHTS. C-C chemokine receptor type 6 (Homo sapiens), P51684. CHO-K1 CCR6 PathHunter beta-arrestin, CCL20-stimulated. inhibition, % at 20 µM. 340,000 tested, 0.49% active. AID 493098, 2011;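 active = compounds whose inhibition of the agonist-driven luminescence signal at 20 µM reaches about 50%, limit read from the data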;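 note: cells stimulated with CCL20 at 14 nM final; plate controls were DMSO with CCL20 for no effect and DMSO without agonist for full effect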
# UBC13 inh: UBC13 polyubiquitin chain formation inhibitors, primary screen, biochemical, TR-FRET, uHTS; Ubiquitin-conjugating enzyme E2 N (Homo sapiens), P61088; inhibition, % at 20 µM; 330,000 tested, 0.47% active; in the data active = inhibition above about 45%, passing the limit was not always enough
# Target sequence (P61088 whole entry, looked up): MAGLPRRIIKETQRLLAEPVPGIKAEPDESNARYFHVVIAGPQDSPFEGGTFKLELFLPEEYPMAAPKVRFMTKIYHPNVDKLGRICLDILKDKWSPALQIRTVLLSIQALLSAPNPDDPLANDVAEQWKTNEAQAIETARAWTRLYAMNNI
# APJ antag: antagonists of human apelin receptor APJ, primary screen, CHO-K1 cells, beta-arrestin complementation, luminescence; P35414; inhibition, % at 20 µM; 330,000 tested, 0.32% active; AID 2521, 2010;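 active = inhibition above about 40% at 20 µM, limit read from the data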;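 note: cells challenged with 10 nM apelin-13 agonist together with compound; plate controls were apelin-13 plus DMSO wells for no effect and DMSO wells lacking apelin-13 for full effect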
# Target sequence (P35414 whole entry, looked up): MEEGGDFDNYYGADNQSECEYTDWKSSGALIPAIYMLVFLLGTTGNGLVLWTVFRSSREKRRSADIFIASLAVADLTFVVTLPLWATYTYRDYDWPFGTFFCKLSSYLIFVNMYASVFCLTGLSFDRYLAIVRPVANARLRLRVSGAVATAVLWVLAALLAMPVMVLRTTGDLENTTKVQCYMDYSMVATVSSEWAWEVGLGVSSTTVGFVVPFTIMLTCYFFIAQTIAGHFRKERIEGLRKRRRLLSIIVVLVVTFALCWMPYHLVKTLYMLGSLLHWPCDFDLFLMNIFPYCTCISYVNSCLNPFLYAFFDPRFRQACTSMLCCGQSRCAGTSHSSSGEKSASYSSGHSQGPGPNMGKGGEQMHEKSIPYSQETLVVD
# APJ ag: agonists of human apelin receptor APJ, primary screen, CHO-K1 cells, PathHunter beta-arrestin, luminescence; P35414; AID 2520, 2010; activation, % at 20 µM; 330,000 tested, 0.11% active; 0% DMSO wells, 100% apelin;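 active = activation more than six SD over the plate average, tested at 20 µM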;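 note: 0% = DMSO alone and 100% = apelin-13 at 10 nM; some results filed as inactive read as strong as hits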
#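 Material: CHO-K1 APJ beta-arrestin complementation cell line; Input: cell density 1000 per well; Incubation: compound stimulation 90 min at 25 °C, detection 60 min; Signal: luminescence from split beta-galactosidase complementation, Galacton Star/Emerald II substrate; Controls: DMSO-only wells as negative, 10 nM Apelin-13 as positive control.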
# Gli-Sufu antag: Gli-Sufu pathway antagonists, primary screen, luciferase luminescence, Sufu-KO-LIGHT cells, uHTS; 340,000 tested, 0.74% active; Sufu-KO-LIGHT fibroblasts, Gli luciferase reporter luminescence; inhibition, % at 5 µM;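 active = inhibition above about 55%, limit read from the data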;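 note: 0% = DMSO-treated cells and 100% = wells with medium but no cells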
# ATG4B inhibitor: ATG4B protease inhibitors, primary screen, biochemical, fluorescence, uHTS; Cysteine protease ATG4B (Homo sapiens), Q9Y4P1; ATG4B cleavage of LC3-PLA2, NBD-HPC fluorescence, 1 h; inhibition, % at 8.33 µM; 340,000 tested, 0.51% active; AID 504462, 2011; in the data active = inhibition above about 40%
# CXCR6 block: CXCR6 receptor inhibitors, primary screen, cell-based, beta-arrestin, luminescence, CHO-K1 PathHunter, 1536-well | C-X-C chemokine receptor type 6 (Homo sapiens), O00574 | inhibition, % at 20 µM | 360,000 tested, 0.36% active | AID 602244, 2012; in the data active = inhibition above about 34%, passing the limit was not always enough;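 note: antagonist mode with CXCL16 agonist at 10 nM final; 0% = 10 nM CXCL16 with DMSO and 100% = unstimulated wells without agonist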
# EBI2 antag: EBI2 receptor antagonists, beta-arrestin recruitment, primary screen, cell-based, luminescence, 7a,25-OHC stimulation, uHTS; inhibition, % at 5 µM; 7a,25-OHC stimulated; 360,000 tested, 0.81% active; AID 651636, 2012; in the data active = inhibition above about 38%;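 note: enzyme fragment complementation signal reports receptor beta-arrestin coupling in cells; 0% = agonist plus DMSO wells and 100% = wells without agonist; some results beyond the cut were filed as inactive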
# * hit, by the source's call; x = no result given. Rows were taken by chance (roughly 3% active in at least one column).
SMILES	CXCR6 block	APJ ag	CCR6 antagonist	UBC13 inh	APJ antag	ATG4B inhibitor	EBI2 antag	Gli-Sufu antag
CCN(CC)c1ccc(N2C(=O)CSC2=S)cc1	2	5	13	14	5	66*	0	10
O=C(NCC(=O)N(c1ccccc1)C(C(=O)NCC1CCCO1)c1ccccc1)c1cccs1 (stereo not drawn)	-3	-1	12	-2	-3	3	6	3
CC(C)NCC(O)COc1ccc(CC(N)=O)cc1 (stereo not drawn)	-10	-1	3	-4	11	-7	0	-2
COc1ccc(OC)c(NC(=O)CC2SC(=Nc3ccc(F)cc3)N(CCC3=CCCCC3)C2=O)c1 (stereo not drawn)	4	-1	15	2	-22	8	27	8
Cc1ccc(C)c(S(=O)(=O)NC(CCC(N)=O)C(=O)O)c1 (stereo not drawn)	1	-2	4	1	11	8	1	4
O=C(CSc1cccc[n+]1[O-])NC1CCCCC1	-3	-4	12	14	-2	3	-2	-11
COc1ccc(NC(=O)CN2C(=O)COc3ccc(S(=O)(=O)N4CCOCC4)cc32)cc1Cl	-3	-7	10	2	-6	-10	-19	0
CCOC(=O)[C@@H]1[C@H]2COc3cc(OC)ccc3[C@H]2N2C(=O)N(c3ccccc3)C(=O)[C@]12C	-4	-3	-1	11	10	-20	-10	4
C[C@H](CO)N1C[C@H](C)[C@@H](CN(C)S(C)(=O)=O)Oc2ccc(NC(=O)c3ccncc3)cc2C1=O	-1	-1	5	-2	3	0	-12	-7
O=C(O)c1ccc(-c2noc(-c3cccc(C(F)(F)F)c3)n2)cc1	-2	2	8	-10	-41	4	-19	-3
COc1cc(NC(=O)C/C(C)=N/NC(=O)C(OC)c2ccccc2)c(OC)cc1Cl (stereo not drawn)	-7	-3	8	-12	-27	28	0	-1
COc1ccc(Cc2cc(-c3ccc(F)cc3)n[nH]c2=O)cc1	-1	1	12	3	18	-8	4	15
O=C(Cc1ccc(NC(=O)C2CCCN(C(=O)CCc3ccccc3)C2)cc1)Nc1ccc(C(=O)N2CCOCC2)cc1 (stereo not drawn)	5	x	-8	x	x	2	-7	2
CCCOc1ccc(N2C(=O)CC(SCC(N)C(=O)OCC)C2=O)cc1 (stereo not drawn)	-12	-4	6	2	-3	0	4	2
CCCc1sc(N/N=C/c2ccccn2)nc1-c1ccc(Br)cc1	13	-3	33	-16	5	-5	12	64*
O=C(c1ccccc1NS(=O)(=O)c1ccccc1[N+](=O)[O-])N1CCCC1	7	0	9	-8	-2	-2	-9	-1
Cc1cccc(NC2=C(NCCO)C(=O)c3ccccc3C2=O)c1	-4	-1	7	-123	28	-1	-12	-7
Cc1nc(-c2ccncc2)sc1C(=O)Nc1ccc(Br)cc1	2	-2	-1	-8	-3	-9	12	8
CC(=O)Nc1cc2c(cc1C(=O)C(C)C)OCCO2	-1	-2	-14	1	14	6	0	-5
CSc1ccc(CCNS(=O)(=O)c2csc(C(N)=O)c2)cc1	-3	5	-8	6	1	0	-9	-14
CC1=[N+]([O-])C(N2CCOCC2)C(O)(c2ccccc2)C1 (stereo not drawn)	-8	-3	17	1	15	-15	3	12
Cc1cc(C)cc(NC(=S)N2CC(C)OC(C)C2)c1 (stereo not drawn)	-9	-2	10	-3	-4	-8	16	2
CCNS(=O)(=O)c1ccc2c(c1)NCC2	7	-4	29	3	-30	-10	-11	-3
O=C1NC[C@H](Cc2ccccc2)N(C[C@H]2CCCN2C[C@H](Cc2ccccc2)N2C[C@H](Cc3ccccc3)N(CC3CCCCC3)C(=O)C2=O)C1=O	9	x	-3	x	x	x	9	14
COC(=O)c1ccccc1S(=O)(=O)N1CCC(C(=O)NC2CCCCC2)CC1	3	-5	4	3	-5	-40	-4	-6
CCOC(=O)C1=C(Cn2cnc3ccccc32)NC(=O)NC1c1ccc(Cl)cc1 (stereo not drawn)	3	1	-8	10	-14	-1	-10	2
C=CCNC(=O)c1cc(C(=O)C(C)c2ncc(C(F)(F)F)cc2Cl)c[nH]1 (stereo not drawn)	-4	1	-12	-1	10	-4	-9	2
O=C(Nc1cnn(Cc2ccc(Cl)cc2)c1)c1cccs1	-12	0	16	5	7	5	-5	-4
CCCC(C(=O)NC(C)(C)CC)N(Cc1ccco1)C(=O)CNS(=O)(=O)c1ccccc1 (stereo not drawn)	3	-1	3	-1	-27	-3	-3	28
Cc1cc(C)n(-c2ccc(NC(=O)C3CCN(Cc4ccccn4)CC3)cc2)n1	-9	-3	6	-6	-1	4	-3	-3
O=C(CSc1nc(N2CCCCC2)nc(N2CCCCC2)n1)Nc1nccs1	-7	1	-16	-1	10	9	-3	7
O=C(CNC(=O)C1CCCCC1)Nc1ccccc1	-1	-1	1	1	3	5	-10	9

# 3 of the entries above in order of the EBI2 antag value, smallest number first.
Compound,CXCR6 block,APJ ag,CCR6 antagonist,UBC13 inh,APJ antag,ATG4B inhibitor,EBI2 antag
CCOC(=O)C1=C(Cn2cnc3ccccc32)NC(=O)NC1c1ccc(Cl)cc1 (stereo not drawn),3,1,-8,10,-14,-1,-10
O=C(Cc1ccc(NC(=O)C2CCCN(C(=O)CCc3ccccc3)C2)cc1)Nc1ccc(C(=O)N2CCOCC2)cc1 (stereo not drawn),5,x,-8,x,x,2,-7
O=C(Nc1cnn(Cc2ccc(Cl)cc2)c1)c1cccs1,-12,0,16,5,7,5,-5

# In the list so far, 10 have a halogen:
SMILES	CXCR6 block	APJ ag	CCR6 antagonist	UBC13 inh	APJ antag	ATG4B inhibitor	EBI2 antag	Gli-Sufu antag
COc1ccc(OC)c(NC(=O)CC2SC(=Nc3ccc(F)cc3)N(CCC3=CCCCC3)C2=O)c1 (stereo not drawn)	4	-1	15	2	-22	8	27	8
COc1ccc(NC(=O)CN2C(=O)COc3ccc(S(=O)(=O)N4CCOCC4)cc32)cc1Cl	-3	-7	10	2	-6	-10	-19	0
O=C(O)c1ccc(-c2noc(-c3cccc(C(F)(F)F)c3)n2)cc1	-2	2	8	-10	-41	4	-19	-3
COc1cc(NC(=O)C/C(C)=N/NC(=O)C(OC)c2ccccc2)c(OC)cc1Cl (stereo not drawn)	-7	-3	8	-12	-27	28	0	-1
COc1ccc(Cc2cc(-c3ccc(F)cc3)n[nH]c2=O)cc1	-1	1	12	3	18	-8	4	15
CCCc1sc(N/N=C/c2ccccn2)nc1-c1ccc(Br)cc1	13	-3	33	-16	5	-5	12	64*
Cc1nc(-c2ccncc2)sc1C(=O)Nc1ccc(Br)cc1	2	-2	-1	-8	-3	-9	12	8
CCOC(=O)C1=C(Cn2cnc3ccccc32)NC(=O)NC1c1ccc(Cl)cc1 (stereo not drawn)	3	1	-8	10	-14	-1	-10	2
C=CCNC(=O)c1cc(C(=O)C(C)c2ncc(C(F)(F)F)cc2Cl)c[nH]1 (stereo not drawn)	-4	1	-12	-1	10	-4	-9	2
O=C(Nc1cnn(Cc2ccc(Cl)cc2)c1)c1cccs1	-12	0	16	5	7	5	-5	-4
